Screening data as filed in PubChem.
CHO parental Ca: signal in parental CHO cells, OX1R antagonist counter-screen | AID 463079 | 330,000 compounds, 0.63% hits | inhibition, % at 5.6 µM | parental CHO-K1, ATP-induced calcium, Fluo-8 fluorescence;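 active means inhibition above that plate's mean sample inhibition plus 3 SD, cut at about 26% in these data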;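 further: 0% = ATP-challenged DMSO wells and 100% = DMSO wells without ATP; some compounds past the cut are filed as inactive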
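Material – parental CHO cells · Reagent – ATP stimulus · Compound – single nominal dose of 5.6 µM per compound · Detection – Fluo-8 fluorescence · Read-out basis – percent inhibition of calcium signal · Controls – ATP-challenged DMSO wells low, unchallenged DMSO wells high · Repeats – no replicates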
CHO-K1 Ca antag: nonselective inhibitor or artifact in parental CHO-K1 cells; inhibition, % at 3 µM; ATP-induced calcium, Fluo-8 fluorescence; AID 602250; 360,000 compounds, 0.6% hits;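 active means inhibition above a per-plate cutoff, the plate's mean sample inhibition plus 3 SD, cut at about 24% in these data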;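 further: 0% = DMSO plus EC80 ATP and 100% = DMSO alone without ATP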
M4 ag: CHRM4 agonism in calcium assay; P08173; CHO-K1 hM4/Gqi5, Fluo-8 calcium fluorescence; vehicle 0%, full acetylcholine response 100%; activation, % at 3 µM; 360,000 compounds, 0.14% hits;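 active means activation above the run mean over all test wells plus 3 SD, cut at about 32% in these data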;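 further: peak over basal fluorescence ratio per well then scaled between controls; 0% = DMSO wells and 100% = acetylcholine at EC100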
CHRM1 antagonist: blocks human M1 muscarinic receptor | P11229 | CHO-K1 hM1, Fluo-8 calcium fluorescence, ACh EC80 antagonist | inhibition, % at 3 µM | 360,000 compounds, 1.3% hits;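 active means percent inhibition above its own plate's cutoff, namely the mean of that plate's compound wells plus 3 SD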;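 further: peak over basal fluorescence ratio during 140 s after agonist addition; 0% = ACh EC80 plus DMSO and 100% = DMSO alone without agonist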
Target sequence (P11229 whole entry, looked up): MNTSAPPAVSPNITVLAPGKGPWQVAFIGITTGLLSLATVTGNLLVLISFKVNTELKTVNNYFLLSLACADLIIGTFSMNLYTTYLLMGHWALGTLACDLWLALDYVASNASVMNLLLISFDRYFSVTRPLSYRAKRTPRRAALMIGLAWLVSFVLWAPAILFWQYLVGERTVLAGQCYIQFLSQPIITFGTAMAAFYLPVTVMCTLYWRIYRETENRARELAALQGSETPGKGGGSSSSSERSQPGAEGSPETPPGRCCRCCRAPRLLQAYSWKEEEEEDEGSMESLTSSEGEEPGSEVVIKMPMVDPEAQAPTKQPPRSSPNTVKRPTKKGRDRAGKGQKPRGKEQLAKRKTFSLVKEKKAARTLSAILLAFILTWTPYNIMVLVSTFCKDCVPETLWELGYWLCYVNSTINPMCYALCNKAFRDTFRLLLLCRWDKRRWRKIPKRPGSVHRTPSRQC
OXTR potentiator: human OXTR potentiation. CHO-OTR cells, Fluo-8 calcium fluorescence, potentiator mode; 0% = oxytocin EC15, 100% = EC100. activation, % at 3 µM. 320,000 compounds, 0.061% hits. AID 2445;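 active means activation above that plate's cutoff, the mean activation of tested compounds plus 3 SD, cut at about 6.6% in these data, passing the limit was not always enough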;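 further: 100% uses oxytocin at 75 nM as the full agonist control; some results filed as inactive read as strong as hits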
Target sequence (P30559 whole entry, looked up): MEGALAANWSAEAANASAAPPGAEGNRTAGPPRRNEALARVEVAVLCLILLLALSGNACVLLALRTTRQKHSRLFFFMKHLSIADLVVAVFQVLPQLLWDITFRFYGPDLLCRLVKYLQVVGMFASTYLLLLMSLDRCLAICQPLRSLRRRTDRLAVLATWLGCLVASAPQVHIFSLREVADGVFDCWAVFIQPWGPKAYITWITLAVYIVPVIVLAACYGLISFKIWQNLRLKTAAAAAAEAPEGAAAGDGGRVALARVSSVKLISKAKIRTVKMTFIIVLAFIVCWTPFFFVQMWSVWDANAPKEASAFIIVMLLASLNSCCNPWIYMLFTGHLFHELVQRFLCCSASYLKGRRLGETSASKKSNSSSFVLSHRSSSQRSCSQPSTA
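System: human OTR in CHO cells / Also added: sub-maximal oxytocin, roughly EC15 / Control set: EC15 oxytocin low, 75 nM oxytocin high / Schedule: 6 min compound pre-incubation at room temperature, 100 s kinetic read / Compound: single-point 3.0 µM / Replication: singlicate / Technique: Fluo-8 calcium dye fluorescence / Read-out basis: % activation of max/min ratio relative to oxytocin controls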
M4 antag: antagonists of human muscarinic M4 receptor (CHRM4) | P08173 | CHO-hM4 cells, ACh EC80, Fluo-8 calcium fluorescence | inhibition, % at 3 µM | 360,000 compounds, 0.73% hits | AID 624125;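 active means inhibition above its plate's cutoff, the mean inhibition of sample wells plus 3 SD, cut at about 27% in these data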;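 further: 0% = acetylcholine EC80 with DMSO and 100% = DMSO without agonist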
M1 PAM: human CHRM1 positive allosteric modulation; CHO-K1 hM1, Fluo-8 calcium fluorescence, ACh EC20; 0% = ACh EC20, 100% = maximal ACh; activation, % at 3 µM; 360,000 compounds, 0.088% hits; in the data active means activation above about 19%, passing the limit was not always enough
M1 ag parental: counter-screen for M1 agonists: effect in parental CHO-K1 cells; Fluo-8 calcium fluorescence; scaled to maximal ATP response, vehicle zero; activation, % at 3 µM; 360,000 compounds, 0.48% hits; in the data active means activation above about 15%;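 further: untransfected CHO-K1 host cells lacking M1 receptor as counterscreen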
CHRM1 agonist: human M1 muscarinic receptor agonism | P11229 | CHO-K1 hM1, Fluo-8 calcium fluorescence, agonist mode; 0% DMSO, 100% acetylcholine EC100 | activation, % at 3 µM | 360,000 compounds, 0.33% hits | AID 588814;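 active means activation above the run's mean compound activation plus 3 SD, cut at about 16% in these data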;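 further: peak over basal fluorescence ratio within a 140 s kinetic read after compound addition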
Starred values were filed as active, the others as inactive; . = not tested or not shown. The order is random; overall some 2.9% were active at least once.

molecule | CHO parental Ca | CHO-K1 Ca antag | M4 ag | CHRM1 antagonist | OXTR potentiator | M4 antag | M1 PAM | M1 ag parental | CHRM1 agonist
N#Cc1cccc(C#N)c1Oc1ccc(S(=O)(=O)Nc2ccc(Cl)cc2)cc1 | 42.9* | 3.2 | 17.5 | 8.4 | -8.8 | 12.0 | -5.7 | 11.0 | 6.2
CCOc1ccc(C(C)=O)cc1CN1C(=O)NC(C)(C2CC2)C1=O (stereo not drawn) | -23.4 | -16.6 | 0.8 | -7.2 | -16.5 | -1.0 | 3.2 | 0.8 | -6.3
CN1CCOc2ccc(S(=O)(=O)NCCc3ccc(Cl)cc3)cc21 | -9.6 | -9.2 | 1.3 | -9.2 | -6.1 | 3.7 | 12.8 | 1.7 | -4.5
CCOc1cc(NC(=S)Nc2cccc(OC)c2)c(OCC)cc1NC(=O)c1ccc(C)cc1 | -13.9 | -1.3 | -0.1 | 0.6 | -4.8 | 2.3 | 5.5 | 0.2 | -4.1
O=[N+]([O-])c1cccnc1SCc1c(F)cccc1Cl | -7.4 | -12.2 | -1.0 | 2.4 | -7.7 | -0.6 | -7.7 | -0.2 | -4.2
O=C(NC1CCCCC1)N1CCN(Cc2nc3ccccc3c(=O)[nH]2)CC1 | -6.7 | 11.3 | 1.1 | -36.3 | -3.8 | 4.3 | 9.8 | 0.1 | -2.8
CCOC(=O)[C@]12CCCC=C1N(Cc1ccc3c(c1)OCO3)C(=O)[C@H](CC(=O)NCCC(C)C)C2 | . | -13.7 | 0.5 | . | . | -10.4 | . | 0.8 | .
CN(Cc1n[nH]c(=S)n1C)S(=O)(=O)c1ccccc1 | -10.8 | -10.6 | 1.0 | -4.2 | -3.8 | 0.2 | 4.1 | 0.6 | -1.5
CN(C)/C=C/C(=O)c1cccc(C(F)(F)F)c1 | -12.2 | -17.8 | 2.3 | -6.4 | -9.4 | -13.1 | 7.9 | 1.3 | -2.3
Cc1ccc(N(CC(=O)NC2CCCC2)C(=O)CCC(=O)Nc2nccs2)c(C)c1 | -25.7 | 8.3 | 0.2 | 4.3 | -13.7 | 9.8 | 0.3 | 0.2 | -2.8
CCOC(=O)N1CCN(C(=O)C2CCN(Cc3nc(-c4ccccc4C)oc3C)CC2)CC1 | -18.9 | -1.1 | 0.2 | -3.0 | -9.1 | -7.5 | -3.1 | -0.4 | -14.1
COc1ccc(-c2nc(-c3ccncc3)no2)cc1 | . | -10.8 | 0.1 | -6.8 | . | -0.2 | 1.9 | 1.7 | -3.9
Cc1ccc(N/C(N)=N/c2nc(C(F)(F)F)cc(C(F)(F)F)n2)cc1 | -8.1 | -22.5 | 1.8 | -17.2 | -4.7 | 7.9 | 12.4 | 2.5 | -1.2
CCS(=O)(=O)N1CCN(c2ccccc2F)CC1 | -9.1 | -9.8 | 0.4 | -3.6 | -1.3 | -1.0 | 2.2 | 0.6 | -3.6
Cc1ccc(C)c(C(=O)CN2C(=O)c3ccccc3S2(=O)=O)c1 | -6.8 | -23.2 | 0.4 | 6.4 | -1.6 | -7.4 | 1.9 | 2.5 | -3.2
CCCCn1c(N)c(N(CC)C(=O)c2ccc([N+](=O)[O-])c(C)c2)c(=O)[nH]c1=O | -1.1 | -9.3 | 0.5 | 0.2 | -9.7 | -13.1 | 6.8 | 0.0 | -3.5
CN1CCN(Cc2c(C#N)c3ccccc3n2C)CC1 | -28.1 | -8.9 | 1.6 | -11.6 | 5.6 | 10.1 | 9.0 | 1.1 | -6.7
CCc1cc(=O)oc2c(C)c(OCC(=O)NCCCN3CCOCC3)ccc12 | -4.4 | 8.8 | 0.7 | 10.2 | -3.0 | 0.7 | -0.3 | 0.1 | -7.0
S=C1NCCNC(=S)NCCOCCOCCOCCN1 | -11.1 | -6.5 | 2.1 | -0.5 | -2.0 | -7.5 | 3.5 | 0.3 | -5.8
O=C(NCCCn1ccnc1)/C(=C\c1cccnc1)NC(=O)c1ccccc1Br | -5.2 | 6.9 | 0.7 | 10.3 | -7.6 | 7.8 | -4.8 | 0.2 | -6.5
CCOC(=O)C1C(c2cccc([N+](=O)[O-])c2)C2C(=O)NN=C2CC1(C)O (stereo not drawn) | -9.6 | -7.7 | 1.1 | -11.7 | 0.5 | -2.8 | 6.0 | 0.1 | -3.6
CC(=O)c1ccccc1NC(=O)COC(=O)Cc1cccc(C(F)(F)F)c1 | -16.1 | -11.3 | 0.3 | -2.7 | -10.4 | 6.8 | 3.4 | 0.2 | -3.0
Cc1ccc(S(=O)(=O)NCC2CCC(C(=O)N3CCN(C)CC3)CC2)cc1 (stereo not drawn) | 0.8 | -7.0 | 0.5 | -7.2 | -6.4 | -6.4 | 4.6 | 0.5 | -3.1
Cc1ccc(NC(=O)CSc2nnc3ccc(-c4ccncc4)nn23)cc1 | . | -9.2 | 0.2 | -15.4 | . | -8.0 | 9.3 | 0.1 | -6.1
COCCNC(=O)C1Cc2c(ccc3ccccc23)O1 (stereo not drawn) | -6.6 | -11.3 | 0.9 | -8.8 | -7.5 | -2.6 | 8.7 | 2.0 | -2.7
CCC(C)(C)NC(=O)CN(Cc1ccc2c(c1)OCO2)C(=O)CCC(=O)Nc1cc(C)ccn1 | -23.6 | -15.4 | 2.3 | -8.9 | -7.0 | -15.1 | 7.4 | 0.8 | 2.2
Cc1cccc(C(=O)NCCc2ccc(S(N)(=O)=O)cc2)c1[N+](=O)[O-] | 4.0 | 5.7 | 0.6 | 1.1 | 4.2 | 7.0 | -0.8 | 0.1 | -5.6
O=C1OC(CN(Cc2ccccc2)Cc2ccccc2)CN1N=Cc1ccc([N+](=O)[O-])o1 (stereo not drawn) | . | 0.6 | 1.4 | -17.5 | . | -2.5 | 11.3 | -0.5 | -1.8
CCn1c2c(c3cc(Br)ccc31)CCC/C2=N\O | -27.1 | -4.9 | -1.7 | -7.2 | -1.8 | -16.0 | -2.5 | -0.6 | -5.4
COc1ccccc1/C(O)=C(\C#N)c1nc2ccccc2[nH]1 | -3.5 | 14.3 | 1.2 | 4.1 | 2.2 | -0.6 | -6.6 | -0.4 | -4.0

Next section
molecule | CHO parental Ca | CHO-K1 Ca antag | M4 ag | CHRM1 antagonist | OXTR potentiator | M4 antag | M1 PAM | M1 ag parental | CHRM1 agonist
CCc1ccc(-c2cc(C)no2)cc1S(=O)(=O)NCCCN1CCN(c2ccccc2)CC1 | 5.5 | 10.1 | 24.6 | 17.3 | -8.2 | 31.3* | -8.2 | 12.9 | 0.2
Cc1ccc(NC(=O)CN2C(=O)N/C(=C/c3ccco3)C2=O)cc1 | -12.9 | -5.3 | -0.2 | -3.7 | -3.7 | 8.4 | 4.7 | -0.5 | -2.1
COc1ccccc1OCCNC(=O)C(c1ccccc1)c1ccccc1 | -35.1 | -8.3 | 2.3 | -12.4 | -1.3 | -7.8 | 0.9 | 1.3 | -1.0
O=C(NNC1=NCCC1)c1cccc(Br)c1 | -12.2 | 13.1 | -0.2 | 11.8 | -12.0 | 2.7 | -4.3 | 0.0 | -0.1
c1ccc(Cn2c(Sc3nnnn3-c3ccccc3)nnc2-c2ccccc2)cc1 | -14.5 | -6.7 | 0.0 | -6.0 | -11.8 | -2.3 | 4.8 | 0.2 | -4.4
Clc1ccccc1OCCN1CCC(Cc2ccccc2)CC1 | -20.9 | -18.1 | 13.3 | 30.4* | -12.7 | 0.2 | -14.4 | 3.9 | -3.2
COC(=O)C1=NNC2(c3ccc(C)cc3)C(=O)N(c3ccc(C)cc3)C(=O)C12 (stereo not drawn) | -23.9 | 18.9 | 1.6 | -0.8 | -0.9 | 3.0 | 6.2 | 0.0 | -4.0
C=CCn1c(NCc2c[nH]c3ccccc23)nc2ccccc21 | -3.3 | 5.1 | 2.1 | -14.4 | -0.6 | 5.0 | 6.3 | 0.1 | -3.1
O=C(Cn1cnc2ccccc2c1=O)Nc1ccc(S(=O)(=O)N2CCCC2)cc1 | 1.6 | 15.8 | 17.7 | 15.1 | 3.6 | 8.3 | -6.8 | 4.7 | -8.0
COc1ccc(NC(=O)CN(C)C(=O)C2CC(=O)N(Cc3ccc(C)cc3)C2)cc1 (stereo not drawn) | -3.2 | -9.2 | -0.1 | -0.7 | 0.6 | 2.7 | 4.1 | 0.1 | -7.1
CCN(CC)CCCNC(=O)C1c2ccccc2Oc2ccccc21 | -5.3 | -7.1 | 1.1 | 48.6* | -11.8 | 15.8 | -26.1 | 0.7 | -8.7
Cc1nc(NCc2cccnc2)c2c3c(sc2n1)CCCC3 | -21.8 | -13.6 | 2.9 | -9.4 | -10.7 | -1.3 | -3.4 | 0.4 | -12.5
Cc1c(NC2=C(Cl)C(=O)N(c3ccccc3Cl)C2=O)c(=O)n(-c2ccccc2)n1C | -14.2 | -12.3 | 0.5 | -10.2 | -5.7 | 0.7 | 4.7 | 0.4 | -8.2
Cc1ccc(C)c(NC(=O)C(=O)NCCc2c[nH]c3ccccc23)c1 | -0.2 | -12.5 | 1.9 | -24.9 | -3.5 | 4.7 | 0.3 | 1.6 | -3.3
CCCn1c(N2CCN(S(=O)(=O)Cc3ccccc3)CC2)nc2ccccc21 | -14.0 | -7.3 | 4.7 | -7.0 | -15.4 | -21.1 | 4.0 | 2.1 | -0.8
Cc1nnc(SCC(=O)NC2CCS(=O)(=O)C2)n1-c1ccccc1 (stereo not drawn) | -1.6 | -7.5 | 2.7 | 14.4 | -3.3 | 6.0 | -0.7 | -0.1 | -0.7
COc1cc(/C=N/NC(=O)C2(O)c3ccccc3-c3ccccc32)ccc1O | -17.1 | -2.4 | 2.9 | -9.7 | 2.8 | -3.0 | 6.9 | 0.4 | 3.4
CCCCn1nc(C(=O)Nc2ccc(-n3cnnn3)cc2)c2ccccc2c1=O | -13.5 | -9.1 | 10.8 | 6.6 | -2.0 | 4.8 | -2.8 | 4.6 | -0.9
Cc1ccc(NC(=S)NNC(=O)Cn2nc(C(F)F)cc2C(F)F)cc1 | 1.8 | -1.8 | 0.4 | 7.4 | 0.1 | 6.1 | 0.6 | 0.3 | -3.7
COc1ccccc1NC(=O)C(C)N(C)CCOc1ccccc1 (stereo not drawn) | -14.5 | -10.9 | 1.5 | -3.4 | -3.1 | -7.9 | 1.9 | 0.9 | -4.8
COc1ccc(N2CCN(C3CCCN(C(=O)CN4CCCCC4=O)C3)CC2)cc1 (stereo not drawn) | 9.9 | -13.6 | 0.7 | 17.2 | -7.4 | -1.8 | 3.9 | 1.0 | -2.5
COC(=O)CCCC(=O)Nc1c(F)c(F)c(F)c(F)c1F | -5.9 | -7.3 | -0.1 | 8.8 | 5.8 | -0.4 | 1.3 | 0.6 | -1.4
COc1cc(S(=O)(=O)Nc2ccc(C)cc2)ccc1N=Cc1c(C)[nH]n(-c2ccccc2)c1=O | -18.3 | -14.0 | 0.8 | -9.3 | -5.2 | 6.9 | 6.5 | 2.8 | -2.3
